Screening data from PubChem.
GAA glycogen mod – inhibitors or activators of human alpha-glucosidase glycogen cleavage; P10253; recombinant GAA, glycogen substrate, Amplex Red glucose oxidase fluorescence; Potency, µM (highest dose often 76.4 µM), inactives show top-dose activity change, negative = inhibition, hits mostly inhibitors; 300,000 compounds, 0.38% hits;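 also: 0% = full enzyme reaction and -100% = no-enzyme basal signal; the screen sought inhibitors and activators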
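Recombinant enzyme (4 nM final) with compounds titrated up to 77 uM and bovine liver glycogen (30 ug) in citrate pH 5.0, 0.01% Tween-20, 37 C 40 min. Released glucose detected by Amplex Red/glucose oxidase (Ex 573/Em 610); AC50 from Hill fits.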
GAA inh – inhibitors of human lysosomal alpha-glucosidase; purified human GAA, 4-MU-alpha-glucoside fluorescence; Potency, µM (highest dose often 76.9 µM), for inactives: top-dose activity change, negative = inhibition, actives largely listed as inhibitors; P10253; 200,000 compounds, 0.005% hits;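 also: plate controls were uninhibited enzyme wells for no effect and no-enzyme background for full effect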
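Human enzyme at 4 nM with 400 uM 4-methylumbelliferyl-alpha-D-pyranoside, citrate/phosphate buffer pH 5.0, 0.005% Tween-20, 20 min at room temperature. Compounds up to 77 uM. 4-MU fluorescence (Ex 365/Em 440) read after NaOH/glycine stop; AC50 from Hill fit.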
aGlu spleen mod – inhibits or activates alpha-glucosidase in human spleen homogenate; P10253; human spleen homogenate, 4-MU-alpha-glucoside fluorescence; Potency, µM (series often up to 79.9 µM), for inactives: at the highest dose activity change, negative = inhibition, most hits filed as inhibitors; 240,000 compounds, 0.006% hits; AID 2112;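 also: 0% = enzyme with vehicle and -100% = no enzyme basal signal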
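Compounds were titrated against alpha-glucosidase in spleen homogenate at pH 5.0, with 1 mM 4-methylumbelliferyl substrate for 40 min at 37 C. Reactions were quenched with pH 10 NaOH/glycine and fluorescence measured.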
L3MBTL1 block – L3MBTL1 (human) inhibition. Q9Y468. AlphaScreen L3MBTL1–H3K9me1 peptide binding. Potency, µM (doses to about 57.1 µM), inactives show top-dose activity, negative = inhibition, hits mostly inhibitors. 230,000 compounds, 0.66% hits. AID 485360; also: nearly all actives have a fitted effect of over 60% in size
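L3MBTL1 50 nM + b-AHA-H3(1-15)K9me1 75 nM, 30 min RT; compound added, 30 min RT; streptavidin donor/Ni-chelate acceptor beads 10 ug/mL each final, 30 min RT dark; AlphaScreen read.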
GoLoco inh red – inhibitors of human Gai1-RGS12 GoLoco interaction (red fluorophore) | Gai1:RGS12 GoLoco peptide FP, rhodamine, 10 min | Potency, µM (highest dose often 61.6 µM), without a hit: at the top dose activity, negative = inhibition, most hits filed as inhibitors | 230,000 compounds, 0.44% hits | AID 880; active = well fitted inhibition curve with a large enough effect, not every such curve was filed as active; inactive = no such curve, though single readings can be large or run the other way; also: nearly all actives have a fitted effect of over 30% in size; many of its hits are not listed in these tables
Target sequence (P63096 whole entry, looked up): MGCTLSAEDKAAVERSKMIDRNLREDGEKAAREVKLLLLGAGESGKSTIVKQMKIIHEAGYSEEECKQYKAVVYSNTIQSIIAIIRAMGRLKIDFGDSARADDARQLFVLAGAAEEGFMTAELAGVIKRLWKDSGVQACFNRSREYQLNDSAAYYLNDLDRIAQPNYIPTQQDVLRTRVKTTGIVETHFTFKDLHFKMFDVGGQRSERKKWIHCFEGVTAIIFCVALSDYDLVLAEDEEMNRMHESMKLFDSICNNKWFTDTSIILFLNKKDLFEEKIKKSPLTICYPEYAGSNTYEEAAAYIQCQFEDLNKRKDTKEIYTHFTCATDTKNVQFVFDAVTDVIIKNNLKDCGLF
RECQ1 helicase – blocks DNA unwinding by human RECQ1; 240,000 compounds, 0.54% hits; RECQ1 DNA unwinding, red fluorescence kinetic read; AID 2549; P46063; Potency, µM (series often up to 57.3 µM), without a hit: at the highest dose activity, negative = inhibition, usual class: inhibitors;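 also: plate controls were vehicle for no effect and no enzyme for full effect; nearly all actives have a fitted effect of over 30% in size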
Target sequence (P46063 whole entry, looked up): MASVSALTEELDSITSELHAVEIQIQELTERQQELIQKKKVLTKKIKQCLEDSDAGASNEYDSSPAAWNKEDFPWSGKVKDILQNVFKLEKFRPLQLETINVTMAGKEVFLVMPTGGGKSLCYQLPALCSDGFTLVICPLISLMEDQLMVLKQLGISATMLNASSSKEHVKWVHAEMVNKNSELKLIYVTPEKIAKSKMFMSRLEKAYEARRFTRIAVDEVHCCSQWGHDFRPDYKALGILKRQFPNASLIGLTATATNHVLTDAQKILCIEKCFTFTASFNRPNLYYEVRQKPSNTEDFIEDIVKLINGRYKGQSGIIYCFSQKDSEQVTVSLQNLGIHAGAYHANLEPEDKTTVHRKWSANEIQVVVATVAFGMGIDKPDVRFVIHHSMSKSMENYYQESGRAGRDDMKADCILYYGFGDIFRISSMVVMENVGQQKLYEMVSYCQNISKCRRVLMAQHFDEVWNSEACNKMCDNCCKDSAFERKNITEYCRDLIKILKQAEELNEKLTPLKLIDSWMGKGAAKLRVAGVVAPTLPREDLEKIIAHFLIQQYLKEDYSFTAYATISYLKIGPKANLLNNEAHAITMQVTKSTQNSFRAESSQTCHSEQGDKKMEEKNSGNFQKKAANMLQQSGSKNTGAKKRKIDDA
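RECQ1T1 50 nM; forked duplex (20 bp + 30-nt ss tails) 200 nM, ATP 2 mM final; pH 8.0, 2 mM MgCl2, 2.5 ug/ml poly(dI-dC); 15 min compound preincubation; discontinuous kinetic read over 2 h at RT.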
TR SRC2 fluor cs – counter-screen for TRb-SRC2 inhibitors: fluorescence interference. TRb/SRC2 Texas Red total fluorescence interference. Potency, µM (series often up to 106 µM), without a hit: at the highest dose fluorescence change, negative = quenching. 280,000 compounds, 0.29% hits; active = well fitted curve in either direction with a large enough effect; inconclusive = small, poorly fitted or top-dose-only effect
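Human TRb ligand-binding domain at 0.6 uM with 20 nM Texas Red SRC2 peptide in Tris buffer containing 1 uM T3 and 5% DMSO, incubated with compound 5 h at ambient temperature. Total fluorescence (555/632 nm) calculated as parallel + 2 × perpendicular.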
TRb-SRC2 inh – inhibitors of human thyroid hormone receptor beta-SRC2 interaction; P10828; TRbeta-SRC2 peptide binding, fluorescence polarization; receptor liganded with 1 µM T3; Potency, µM (top dose mostly 106 µM), inactives show at the highest dose activity change, negative = inhibition, actives largely listed as inhibitors; 280,000 compounds, 0.065% hits; AID 1469;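 also: plate controls were bound peptide for no effect and peptide without receptor for full effect; nearly all actives have a fitted effect of over 50% in size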
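Polarization signal, normalized between peptide-alone and full complex controls, measured compound effects on T3-liganded human TRb LBD (0.6 uM) binding 20 nM Texas Red SRC2 peptide after 5 hr.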
Numbers without * were called inactive; i = inactive; ? = inconclusive; . = no result given; [ ] = remark or other dose. Unless noted, calls follow the shape of the dose curve; as a rule, active = well fitted curve in the direction sought with a large enough effect; inconclusive = small, poorly fitted or top-dose-only effect, or another doubt; inactive = no such curve, though single readings can be large; an effect the other way counts as inactive or inconclusive. Unless noted, % is scaled to controls: 0 for no effect and ±100 for the full control effect; potency is read from the fitted curve at half-maximal effect. Only part of the results is shown (hit frequency here may not be typical).

SMILES	GAA glycogen mod	GAA inh	aGlu spleen mod	L3MBTL1 block	GoLoco inh red	RECQ1 helicase	TR SRC2 fluor cs	TRb-SRC2 inh
CC(C)OC(=O)C(CC(=O)O)N1CCOCC1 (stereo not drawn)	-1.0%	2.7%	-10.0%	1.7%	12.8%	-7.8%	1.4%	-0.8%
COc1ccccc1/C=C/C=N/NC(=O)Cc1cccs1	1.4%	-10.0%	-5.9%	-1.8%	1.9%	7.5%	0.8%	2.7%
CCOc1ccc(C(=O)NC2CCN(C(=O)N3CCCC3)CC2)cc1	5.6%	-5.8%	-6.9%	-21.9%	11.5%	4.3%	-1.9%	-22.2%
CCCOc1ccc2cc(-c3ccccn3)c(=O)oc2c1	11.2%	?	?	57.8%[activator]	9.8%	2.6%	-0.4%	-6.3%
COC1=CC(=O)C(O)=C/C1=C\C=C\c1ccccc1	.	.	-3.8%	.	-7.7%	i	-5.7%	-6.2%
COc1ccc(SCCc2ccncc2)cc1	-11.2%	1.5%	-12.4%	5.5%	1.7%	-0.8%	-2.4%	-0.9%
COc1ccc2nc3oc(C(=O)NCc4cccs4)cc3cc2c1	6.0%	?	15.0%	0.3%	0.9%	-11.5%	-3.4%	2.2%
CC1(C)OC(=O)N(CCC(=O)Nc2cccc(F)c2)C1(C)O (stereo not drawn)	-11.1%	2.2%	5.9%	.	4.4%	-1.3%	-2.8%	-2.8%
Cn1c(=O)c(=O)n(C)c2cc(S(=O)(=O)N3CCC(Cc4ccccc4)CC3)ccc21	8.5%	-3.0%	-3.7%	0.2%	1.8%	-0.9%	-0.8%	-2.6%
COc1ccc(CCN2C(=O)C(Oc3ccccc3C)C2c2ccc3c(c2)OCO3)cc1 (stereo not drawn)	2.5%	-3.8%	-1.7%	9.8%	-12.6%	-14.7%	?	-5.9%
Cc1ccc(OCCOc2ccc(Cl)cc2Cl)c([N+](=O)[O-])n1	-1.7%	-3.0%	-8.4%	-3.5%	4.7%	-11.9%	-0.7%	-5.4%
Cc1ccc(C)c(Nc2nc3nonc3nc2N2CCOCC2)c1	2.3%	-5.4%	1.4%	0.6%	-1.4%	-10.4%	-1.3%	-1.7%
O=C(CN1CCN(C/C=C/c2ccccc2)CC1)NC(=O)NC1CCCCC1	-35.4%	-9.4%	-5.9%	.	7.7%	i	-4.7%	-1.3%
Cc1cccc(OCC(=O)N2CCN(c3nnc(-c4ccccc4)c4ccccc34)CC2)c1	2.4%	-8.7%	3.0%	-12.8%	-1.2%	i	4.7%	-3.4%
COc1ccccc1OCCCC(=O)NC(C)c1ccccc1 (stereo not drawn)	-16.9%	-2.6%	6.9%	12.8%	-2.4%	i	-2.0%	-2.4%
COc1ccc(-c2noc(CSc3nc4ccccc4c(=O)n3-c3ccc(C)cc3)n2)cc1	?	-11.0%	3.9%	.	-2.1%	-8.3%	-6.4%	-8.0%
COc1ccccc1N1CCN(C(=O)COc2cccc(C)c2C)CC1	-5.0%	1.3%	0.1%	-6.9%	11.4%	-10.8%	-4.0%	2.1%
CC(=O)Nc1ccc2sc(C)nc2c1	2.4%	-9.6%[15.4 µM]	5.3%	9.5%	-6.7%	i	-2.2%	0.6%
CC1(C)Oc2cc3c(cc2O1)OC(C)(C)O3	.	.	7.8%[17.4 µM]	.	.	0.0%[11.5 µM]	-1.6%[11.2 µM]	2.0%[11.2 µM]
COC(=O)C1=C(C)NC(=O)NC1C1CC=CCC1 (stereo not drawn)	-4.9%	0.6%	1.8%	-5.9%	-0.5%	-11.6%	4.2%	-11.7%
CNC(=O)COC(=O)c1cc(-c2ccco2)nc2ccccc12	0.0%	.	1.9%	28.2µM*	5.8%	22.4µM*	-10.9%	-0.6%
COc1ccc(CC(=O)Nn2c(-c3ccccc3)nc3ccccc3c2=O)cc1	1.4%	-3.8%	-8.0%	8.4%	-4.0%	2.0%	0.9%	1.5%
CCOc1ccc(-n2cc(C(=O)NCc3ccco3)c3cc(OC)c(OC)cc3c2=O)cc1	-5.1%	-2.7%	-1.5%	-3.1%	11.8%	i	3.0%	-0.6%
COc1cc(CNCCCSc2nnnn2C)cc(Br)c1OC	0.3%[76.3 µM]	.	.	13.5%	.	.	-9.5%	-1.9%
CN(Cc1ccon1)Cc1cn(C)nc1-c1cccc(Cl)c1	3.1%	13.0%	0.9%	-15.6%	122.7%[activator]	-6.9%	4.3%[53 µM]	9.6%[53 µM]
Fc1ccc(CNc2ncnc3c2cnn3-c2ccccc2)cc1	5.4%	8.9%	0.4%	.	11.3%	-0.3%	-0.1%	4.8%
CCCCCC(=O)Nc1ccc2oc(-c3cccnc3)nc2c1	-0.5%	-5.8%	-19.4%	-1.3%	7.1%	-3.1%	-0.4%	-24.4%
C=CCN(C(=O)c1ccccn1)C(C(=O)NCc1ccccc1)c1ccccc1F (stereo not drawn)	-12.6%	-3.7%	-3.0%	-5.2%	2.8%	-6.6%	-1.6%	-1.4%
CCc1ccc(N(C2C=CS(=O)(=O)C2)S(=O)(=O)c2ccccc2)cc1 (stereo not drawn)	5.4%	-24.2%	5.2%	0.6%	5.7%	0.4%	-1.1%	-3.6%
O=C(NNC(=O)c1ccc(Cl)cc1Cl)Nc1ccccc1	0.7%	14.9%	-2.7%	3.7%	4.1%	5.4%	0.1%	-1.0%
Cn1nc([N+](=O)[O-])nc1Sc1ccc(Cl)cc1	-5.9%	-3.2%	-5.3%	-8.7%	2.3%	-10.1%	-1.0%	6.0%
Cc1ccc(Cn2ccc(=O)c(OCc3c(Cl)cccc3Cl)c2C)cc1	-13.0%	-33.1%	-0.3%	.	12.4%	-14.7%	0.7%	8.6%
CCC1CCCCN1CCCNC(=O)c1ccc(CS(=O)(=O)Cc2ccccc2F)o1 (stereo not drawn)	-13.2%	-8.6%	-6.2%	-4.8%	25.3%	?	0.7%	5.2%
O=C(c1ccccc1Br)N1CCN(c2ccccc2)CC1	3.6%	-0.2%	-1.4%	2.0%	-3.5%	-0.8%	-0.8%	3.4%
CCOC(=O)C1(Cc2ccc(OC)cc2)CCN(C(=O)CN2CCN(CC)CC2)CC1	2.0%	-4.5%	-1.3%	-4.1%	2.9%	i	-7.3%	-9.6%
O=C(NCCc1ccco1)c1nn(Cc2ccccc2)c(=O)c2ccccc12	4.0%	-9.8%	-2.0%	-3.0%	-7.9%	-13.1%	-5.6%	-1.5%
O=c1oc2ccccc2c(N2CCCCC2)c1CN1CCCCC1	-3.5%	2.6%	-3.0%	-20.1%	0.0%	i	-5.7%	6.9%
CC(C)NC(=O)NS(=O)(=O)c1cnccc1N1CCCCC1	3.9%	1.2%	-4.0%	10.2%	2.2%	-2.9%	0.8%	3.4%
O=C(CCC(=O)c1cccs1)OCc1nc2ccccc2s1	-0.6%	3.3%	-8.2%	17.2%	0.1%	-1.8%	-0.6%	-2.9%
CS(=O)(=O)N1CCN(C(=O)c2cc(-c3cccs3)nc3ccccc23)CC1	5.7%	?	1.8%	-3.0%	7.2%	4.0%	0.2%	-6.2%

Reformatted field by field: 3 of the compounds above.
> COc1cc(CNCCCSc2nnnn2C)cc(Br)c1OC
  GAA glycogen mod: 0.3%[76.3 µM]; GAA inh: .; aGlu spleen mod: .; L3MBTL1 block: 13.5%; GoLoco inh red: .; RECQ1 helicase: .; TR SRC2 fluor cs: -9.5%; TRb-SRC2 inh: -1.9%

> CN(Cc1ccon1)Cc1cn(C)nc1-c1cccc(Cl)c1
  GAA glycogen mod: 3.1%; GAA inh: 13.0%; aGlu spleen mod: 0.9%; L3MBTL1 block: -15.6%; GoLoco inh red: 122.7%[activator]; RECQ1 helicase: -6.9%; TR SRC2 fluor cs: 4.3%[53 µM]; TRb-SRC2 inh: 9.6%[53 µM]

> Fc1ccc(CNc2ncnc3c2cnn3-c2ccccc2)cc1
  GAA glycogen mod: 5.4%; GAA inh: 8.9%; aGlu spleen mod: 0.4%; L3MBTL1 block: .; GoLoco inh red: 11.3%; RECQ1 helicase: -0.3%; TR SRC2 fluor cs: -0.1%; TRb-SRC2 inh: 4.8%

Further entries.
SMILES	GAA glycogen mod	GAA inh	aGlu spleen mod	L3MBTL1 block	GoLoco inh red	RECQ1 helicase	TR SRC2 fluor cs	TRb-SRC2 inh
COc1ccc(NC(=S)N(CCN2CCOCC2)Cc2ccccc2F)cc1	-1.8%	0.6%	.	-1.2%	6.8%	-2.8%	0.3%	-5.2%
COc1cc2c(cc1OC)C1=C(C#N)CCC(=NC(=O)c3ccc(Cl)cc3)N1CC2	-5.1%	-2.1%	-3.4%	0.2%	4.9%	-3.6%	0.0%	9.0%
COc1ccccc1C(=O)n1nc(-c2cccnc2)nc1N	-1.0%	-3.8%	1.7%	-27.9%	4.3%	4.0%	-1.7%	-4.3%
Cc1cc(=O)[nH]c(/N=C(\N)Nc2ccc3c(c2)OCCO3)n1	-3.1%	0.4%	-2.1%	?	9.0%	i	-1.9%	-0.9%
COc1ccc(CCNC(=S)NCCc2ccc(OC)c(OC)c2)cc1OC	5.2%	.	-1.5%	-6.8%	4.6%	-7.0%	-2.2%	-0.3%
Cc1ccc(-c2cc(-c3n[nH]c(=S)o3)c3ccccc3n2)cc1	0.0%	-0.9%	-15.6%	-15.0%	8.7%	-1.7%	-3.0%	2.1%
CCCOCC1CC2(CC(C)(c3csc(N)n3)OC2=O)C(=O)O1 (stereo not drawn)	-0.6%	-1.8%	5.4%	8.3%	-7.2%	-1.7%	-1.7%	-7.9%
c1ccc2c(c1)ncn2-c1ncnc2sc3c(c12)CCCC3	-2.0%	-0.8%	0.2%	-1.8%	3.2%	-4.7%	0.8%	4.5%
O=C(c1cccs1)N(Cc1ccco1)c1nc(-c2ccc(F)cc2)cs1	-1.9%	-0.9%	-4.3%	-7.9%	-4.7%	i	-6.6%	-4.1%
O=C(CSc1ccc2ccccc2c1)Nc1ccncc1	-0.8%	-3.6%	0.1%	.	2.2%	i	0.3%	-0.1%
Cc1ccc(C(=O)NNC(=O)c2nn(-c3ccc(F)cc3)ccc2=O)cc1	-5.0%	.	-4.9%	6.7%	2.7%	-1.5%	-2.6%	0.2%
NCc1c(O)ccc2ccccc12	-12.7%	?	4.8%	2.3%	8.9%	0.0%	-1.8%	-3.7%
